Screening data (PubChem)
TAG inh = reduces triacylglycerol accumulation in H9c2 cells | Nile Red lipid (TAG) fluorescence; cells loaded with 200 µM oleic acid | inhibition, % at 12.5 µM | 0.66% of 230,000 active | AID 651582;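 active means pattern-corrected inhibition of lipid staining of at least 50% with the nuclear-stain viability signal not falling by more than 50%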;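 further: 0% = DMSO wells and 100% = triacsin C control wells; some results filed as inactive read as strong as hits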
TAG inh DAPI viability = further read-out of TAG inh, marked with its call; DAPI nuclei signal change (viability), lower = more cytotoxic, %;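 whole-well DAPI fluorescence read on a plate reader as a viability signal; minus 50 percent equals half of cells still viable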
An asterisk follows results filed as active.

Molecule	TAG inh	TAG inh DAPI viability
COc1ccc(CNC(=O)C[C@H]2C(=O)N(C3CCCCC3)C[C@@H]2Cc2ccccc2)cc1	-7	-12
CCN1CCN(c2ccc(NC(=O)c3ccc(F)cc3)cc2Cl)CC1	1	2
CCC(C)c1ccc(NC(=S)N2CCN(S(C)(=O)=O)CC2)cc1 (stereo unspecified)	19	-3
CCc1ccc(OCC2Cn3c(nc4c3c(=O)[nH]c(=O)n4C)O2)cc1 (stereo unspecified)	0	-9
Clc1cccc(OCCN2CCN(CCOc3cccc(Cl)c3)CC2)c1	-6	26
COc1ccc(C(C)=NNS(=O)(=O)c2ccc(C)cc2)cc1OC	4	-2
CCNC(=O)CCSc1nc(C)cc(C)n1	0	5
COc1ccc(NS(=O)(=O)c2ccc(O)c(NS(=O)(=O)c3ccc(NC(C)=O)cc3)c2)cc1	-9	4

Next part; it opens with the 7 that closed the last part.
Molecule	TAG inh	TAG inh DAPI viability
CCN1CCN(c2ccc(NC(=O)c3ccc(F)cc3)cc2Cl)CC1	1	2
CCC(C)c1ccc(NC(=S)N2CCN(S(C)(=O)=O)CC2)cc1 (stereo unspecified)	19	-3
CCc1ccc(OCC2Cn3c(nc4c3c(=O)[nH]c(=O)n4C)O2)cc1 (stereo unspecified)	0	-9
Clc1cccc(OCCN2CCN(CCOc3cccc(Cl)c3)CC2)c1	-6	26
COc1ccc(C(C)=NNS(=O)(=O)c2ccc(C)cc2)cc1OC	4	-2
CCNC(=O)CCSc1nc(C)cc(C)n1	0	5
COc1ccc(NS(=O)(=O)c2ccc(O)c(NS(=O)(=O)c3ccc(NC(C)=O)cc3)c2)cc1	-9	4
CCOC(=O)C1=C(C)NC2=C(C(=O)CCC2)C1c1cccs1 (stereo unspecified)	-12	6
CCC(C)SCC(=O)Nc1ccc(S(=O)(=O)N2CCOCC2)cc1OC (stereo unspecified)	9	-5
COC(=O)c1sc(S(=O)(=O)N2CC(C)OC(C)C2)c(C(=O)OC)c1C (stereo unspecified)	7	-3
O=C(COc1cc(Cl)c(Cl)cc1Cl)NC(=O)NC1CCCC1	-8	11
Cc1cccc(NC(=O)c2ccc3ccccc3n2)c1C	2	-6
CC(=O)C1=C(C)NC(SCc2cccc3ccccc23)=C(C#N)C1c1ccco1 (stereo unspecified)	-21	-1
O=C(COC(=O)Cc1cccs1)Nc1cccc(S(=O)(=O)N2CCOCC2)c1	-7	0
COc1ccc(-c2csc3nc(C)nc(N4CCN(C(C)=O)CC4)c23)cc1OC	1	-6
N#CC1=C(N)OC2=C(C(=O)CCC2)C12CCN(C(=O)OCc1ccccc1)CC2	-20	4
Cc1cc(C)c(C)c(S(=O)(=O)Nc2cccnc2)c1C	5	-8
O=C(Nc1cccc(C(F)(F)F)c1)c1csc([C@@H]2O[C@H](CO)[C@H](O)[C@H](O)[C@H]2O)n1	9	3
COc1cc(C(=O)NCCSc2ccccc2)cc(OC)c1OC	-2	3
NS(=O)(=O)c1cnccc1Nc1cccc(F)c1	2	4
O=C(OCCOc1ccccc1)c1cc(S(=O)(=O)N2CCOCC2)c(Cl)cc1Cl	-8	5
CS(=O)(=O)N(CC(=O)N1CCOCC1)c1cccc([N+](=O)[O-])c1	-1	11
CC1(Cc2cccc(C#N)c2)C(=O)Nc2c(Cl)cccc21 (stereo unspecified)	-6	4

Four of the compounds above, with values under each structure.
Order of results: TAG inh | TAG inh DAPI viability
- Cc1cc(C)c(C)c(S(=O)(=O)Nc2cccnc2)c1C
→ 5 | -8
- O=C(Nc1cccc(C(F)(F)F)c1)c1csc([C@@H]2O[C@H](CO)[C@H](O)[C@H](O)[C@H]2O)n1
→ 9 | 3
- COc1cc(C(=O)NCCSc2ccccc2)cc(OC)c1OC
→ -2 | 3
- NS(=O)(=O)c1cnccc1Nc1cccc(F)c1
→ 2 | 4

Continuation:
Molecule	TAG inh	TAG inh DAPI viability
O=C(O)CCC(=O)N1CCN(c2nc3ccccc3s2)CC1	-11	22
CCOC(=O)c1c(-c2ccccc2)csc1NC(=O)CCN1C(=O)c2ccccc2C1=O	-9	-4
Cc1cc2oc3ccc(NCCCn4ccnc4)cc3c(=O)c2cc1C	-1	23
CC(OC(=O)c1ccc(S(=O)(=O)N2CCOCC2)cc1)c1ccccc1 (stereo unspecified)	-6	-5
N#Cc1c(/N=C/c2cc(Br)cs2)sc2c1CCC2	5	2
c1ccc(CNc2nc(-c3cccs3)nc3ccccc23)cc1	-22	6
CCCN(CCC)CCNC(=O)c1cc2c(=O)n(C)c3ccccc3c2n1C	9	4
CC(=O)OC(C(=O)NCc1ccc2c(c1)OCO2)c1ccccc1Cl (stereo unspecified)	18	17
Fc1cccc(Cl)c1Cn1nnc(-c2ccc(N3CCOCC3)cc2)n1	0	23
CCOc1ccc2[nH]c(=O)c(CN(Cc3nnnn3CCc3ccccc3)CC3CCCO3)cc2c1 (stereo unspecified)	5	7
CC(C)(C)OC(=O)C[C@@H]1C/C=C\C[C@H](CC(=O)N(CCO)Cc2ccccc2)C(=O)NC[C@H](c2ccccc2)OC1=O	16	-4
CN(C)CCN(C(=O)C1CCCCC1)c1nc2cc3c(cc2s1)OCCO3	1	7
CCOC(=O)c1c(N)sc(=S)c2c1CCC2	7	6
COc1ccccc1N1CCN(C(=O)c2cccc(Oc3ccccc3)c2)CC1	-4	9
C=CC(=O)NC(NC(=O)C=C)c1ccccc1F	1	3
CCNC(=O)NC(=O)COC(=O)CCc1nc(=O)c2ccccc2n1C	2	2
CCN(CC)Cc1c(O)ccc2c(=O)c(-c3ccc4c(c3)OCCO4)coc12	-1	-3
Fc1ccccc1CSc1nc2ncc(Br)cc2[nH]1	-3	-7
CCCCC(=O)Nc1cc(OC)c(NC(=S)Nc2ccc(OC)cc2)cc1OC	14	-13
CC(C)(C)n1ncc2c(=O)n(CC(=O)N3CCc4ccccc43)cnc21	11	-2
CCc1nc2ccc(C(=O)NCCN3CCOCC3)cn2c1N(C=O)Cc1ccc(OC)cc1	11	2
Oc1ccccc1Nc1nc(NCc2ccco2)c2ccccc2n1	0	1
COc1ccc(/C=C/C(=O)O/N=C(\N)c2ccccn2)cc1OC	5	-12
Cc1c(C(=O)NCc2cccnc2)sc2nc(-c3ccccc3)cn12	14	6
O=C(Nc1c[nH]c(=O)[nH]c1=O)c1ccc2c(c1)C(=O)N(c1cccc([N+](=O)[O-])c1)C2=O	-6	0
O=C(c1cc2ccccc2o1)N1CCN(Cc2ccccc2)CC1	-5	7
O=C(CSc1nc2ccccc2[nH]1)Nc1ccc(F)cc1	-3	1
CC1(C(=O)NS(=O)(=O)c2cccc(C#N)c2)CCN1C(=O)c1ccc(C2CCCCC2)cc1 (stereo unspecified)	11	0
O=C(NC1CC1)C1=C[C@@H](c2ccc(C(F)(F)F)cc2)C[C@@H](OCc2ccc(CO)cc2)O1	-63	-15
Cc1ccc(S(=O)(=O)NC(=O)N2CCN(Cc3c(F)cccc3Cl)CC2)cc1	-1	-3
CCOC(=O)N1CCN(c2nc(C)cc(C(F)(F)F)n2)CC1	7	-4
COc1ccc(CNC(=O)C/C(C)=N/NC(=O)COc2ccc(C)cc2Br)cc1	11	-11
COc1ccccc1CN1CC(C(=O)N2CCOCC2)CCC1=O (stereo unspecified)	7	1
COC(=O)/C(=C\c1ccc(O)cc1)c1nc2ccccc2[nH]1	0	-4
COc1ccccc1CC(=O)NNS(=O)(=O)c1ccc([N+](=O)[O-])cc1	-24	9
Cc1ccc(C(=O)Nc2cccc(C(O)c3ccccc3)c2)cc1 (stereo unspecified)	-29	-2
Fc1ccc(N2CN(Cc3cccnc3)CNC2=S)cc1	-6	-5
Cc1noc(C)c1C(=O)Nc1nc2ccc(S(C)(=O)=O)cc2s1	4	-2
O=C(NCC1CCOCC1)c1cccc2c(-c3cccnc3)coc12	16	7
O=c1ccc(Cc2ccc(Cl)cc2)n[nH]1	-1	0
CS(=O)(=O)Cc1ccc(C(=O)N2CCN(C(=O)c3cccs3)CC2)cc1	-20	-7
CCc1nc2ccc(C(=O)N(C)CCN(C)C)cn2c1N(C)CCC(C)C	-5	14
COc1ccc(C(=O)N2CCCCC2c2cc(C(=O)Nc3ccc(OC)cc3C)no2)cc1 (stereo unspecified)	-20	17
CC1=C(C(=O)N(C)C)CC(CC(=O)NCc2cccs2)C(=O)N1Cc1ccccc1 (stereo unspecified)	-2	2
CS(=O)(=O)Nc1ccccc1-c1ccc2nccn2c1	10	1
COc1ccc(CCNC(=O)CCNC(=O)c2ccc(Br)cc2)cc1OC	-16	2
CCn1cc(C(=O)O)c(=O)c2cc(F)c(N3CCN(C(=S)NC(=O)c4ccccc4C)CC3)cc21	4	0
CCOC(=O)C1=C(COC(=O)CCNS(=O)(=O)c2ccc(NC(C)=O)cc2)NC(=O)NC1C (stereo unspecified)	11	-1

compound: CC(C)CN(CC(C)C)c1nc(N)c(C#N)c(CC#N)c1C#N
  TAG inh = -16
  TAG inh DAPI viability = -4

compound: O=C(CCCCn1c(=O)c2ccccc2n(CC(=O)Nc2cccc(F)c2)c1=O)NCc1ccco1
  TAG inh = -5
  TAG inh DAPI viability = 7

compound: CC(=O)c1cccc(S(=O)(=O)NCCC(=O)NC2CCCCCC2)c1
  TAG inh = -1
  TAG inh DAPI viability = -6

compound: COC(=O)CCC(=O)Nc1nc(-c2ccccc2)cs1
  TAG inh = 11
  TAG inh DAPI viability = -14

compound: CC(C)c1ccc(CC(=O)N2CCC2(C)C(=O)NS(=O)(=O)c2cccc(OC(F)F)c2)cc1 (stereo unspecified)
  TAG inh = 8
  TAG inh DAPI viability = 2

compound: O=C(Cc1ccc(F)cc1)N1CCC(CC2CC(c3cccc(Br)c3)=NO2)(C(=O)NCC2CCCCC2)CC1 (stereo unspecified)
  TAG inh = 22
  TAG inh DAPI viability = 3

compound: CCSc1nc2c(c(=O)[nH]1)C(C(C)C)C(C#N)=C(N)O2 (stereo unspecified)
  TAG inh = -5
  TAG inh DAPI viability = 5

compound: Cc1cccc(NC(=S)N2CCN(S(=O)(=O)c3cccc(F)c3)CC2)c1
  TAG inh = 6
  TAG inh DAPI viability = 2

compound: O=C(CSc1nnc(-c2cccnc2)n1Cc1ccco1)c1ccc(Cl)c(Cl)c1
  TAG inh = 0
  TAG inh DAPI viability = -5

compound: Cn1cc(C(=O)N/N=C/C2=C(N3CCOCC3)C(=C/c3ccc([N+](=O)[O-])cc3)/CC2)ccc1=O
  TAG inh = 4
  TAG inh DAPI viability = -5

compound: COCCNC(=O)c1ccc2c3n(nc2c1)-c1ccccc1CO3
  TAG inh = -8
  TAG inh DAPI viability = 10

compound: S=c1[nH]nc(-c2ccc(Br)cc2)n1Cc1ccccc1
  TAG inh = -9
  TAG inh DAPI viability = 6

compound: CCOc1ccc(CCNC(=O)c2cc([N+](=O)[O-])ccc2N2CCOCC2)cc1OCC
  TAG inh = -11
  TAG inh DAPI viability = 0

compound: O=C(O)c1cc2ncc(-c3[nH]ncc3[N+](=O)[O-])cn2n1
  TAG inh = 12
  TAG inh DAPI viability = -8

compound: CCOC(=O)N1CCC(N2C(=O)c3ccccc3C2Nc2ccc(S(=O)(=O)N3CCOCC3)cc2)CC1 (stereo unspecified)
  TAG inh = -16
  TAG inh DAPI viability = 2

compound: O=C(CN1CCN(CC(=O)Nc2ccccc2F)CC1)Nc1ccc2c(c1)OCCO2
  TAG inh = -2
  TAG inh DAPI viability = -2

compound: CC(=O)c1sc(NC(=O)CCS(=O)(=O)c2ccc(F)cc2)nc1C
  TAG inh = 17
  TAG inh DAPI viability = -9

compound: O=C(NCC(c1ccco1)N1CCOCC1)c1ccc(C(F)(F)F)cc1 (stereo unspecified)
  TAG inh = 0
  TAG inh DAPI viability = 2

compound: CCc1nc2ccc(C(=O)N(C)Cc3ccco3)cn2c1N(C)C(=O)Cc1ccccc1
  TAG inh = 10
  TAG inh DAPI viability = 1

compound: COc1ccc(OCCCC(=O)OCC(=O)Nc2nnc(-c3ccccc3)o2)cc1
  TAG inh = 2
  TAG inh DAPI viability = -8

compound: CC(OC(=O)c1ccc(Cl)nc1)C(=O)Nc1ccc2c(c1)OCO2 (stereo unspecified)
  TAG inh = 0
  TAG inh DAPI viability = 1

compound: CC(=O)c1cc(CN2CCC(n3nccc3NC(=O)c3ccccc3)CC2)cs1
  TAG inh = 4
  TAG inh DAPI viability = -5

compound: Cc1cc(S(=O)(=O)NCC(c2ccc(F)cc2)N2CCN(C)CC2)ccc1F (stereo unspecified)
  TAG inh = 2
  TAG inh DAPI viability = 14

compound: COc1ccc(-n2nnnc2SCC(=O)NCc2cccs2)cc1
  TAG inh = -3
  TAG inh DAPI viability = -2

compound: COc1ccccc1NS(=O)(=O)c1cccc(C(=O)N2CC(C)OC(C)C2)c1 (stereo unspecified)
  TAG inh = -22
  TAG inh DAPI viability = 3

compound: O=C(Nc1ccc2c(c1)oc1ccccc12)C1CC1
  TAG inh = 13
  TAG inh DAPI viability = -8

compound: COc1ccc(F)cc1-c1cc(C(=O)NC2CCCCC2)[nH]n1
  TAG inh = 8
  TAG inh DAPI viability = 0

compound: COc1ccc(NS(=O)(=O)c2ccc(Cl)c(C(=O)O)c2)cc1S(=O)(=O)N1CCCCC1
  TAG inh = 3
  TAG inh DAPI viability = 7

compound: COC(=O)CSc1nccc(-c2ccc(F)cc2)c1C#N
  TAG inh = 4
  TAG inh DAPI viability = 10

compound: O=Cc1cnc2ccccc2c1-c1ccccc1
  TAG inh = -1
  TAG inh DAPI viability = 3

compound: CN(c1ccccc1C(N)=O)S(=O)(=O)c1ccccc1
  TAG inh = -9
  TAG inh DAPI viability = -10

compound: O=C(O)c1cc([N+](=O)[O-])ccc1N1CCC(Cc2ccccc2)CC1
  TAG inh = 0
  TAG inh DAPI viability = -1

compound: CCCCc1c(C)nc2cc(-c3ccco3)[nH]n2c1=O
  TAG inh = 14
  TAG inh DAPI viability = -11

compound: C=C1CSc2nc(=O)c3c(C)c(C)sc3n21
  TAG inh = 1
  TAG inh DAPI viability = -4

Whole records from above.
`O=Cc1cnc2ccccc2c1-c1ccccc1` reads TAG inh = -1; TAG inh DAPI viability = 3
`COC(=O)CSc1nccc(-c2ccc(F)cc2)c1C#N` reads TAG inh = 4; TAG inh DAPI viability = 10

An excerpt; the hit share may differ from the screen's.
